Screens: PubChem, The Scripps Research Institute Molecular Screening Center
CHRM1 antagonist = human M1 muscarinic receptor antagonists, primary screen, CHO-K1 cells, Fluo-8 calcium fluorescence, 1536-well. Muscarinic acetylcholine receptor M1 (Homo sapiens), P11229. inhibition, % at 3 µM. actives 1.3% (n = 360,000). CHO-K1 hM1, ACh EC80 antagonist. AID 588852, 2011;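 active = percent inhibition above its own plate's cutoff, namely the mean of that plate's compound wells plus 3 SD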;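 note: peak over basal fluorescence ratio during 140 s after agonist addition; 0% = ACh EC80 plus DMSO and 100% = DMSO alone without agonist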
Target sequence (P11229 whole entry, looked up): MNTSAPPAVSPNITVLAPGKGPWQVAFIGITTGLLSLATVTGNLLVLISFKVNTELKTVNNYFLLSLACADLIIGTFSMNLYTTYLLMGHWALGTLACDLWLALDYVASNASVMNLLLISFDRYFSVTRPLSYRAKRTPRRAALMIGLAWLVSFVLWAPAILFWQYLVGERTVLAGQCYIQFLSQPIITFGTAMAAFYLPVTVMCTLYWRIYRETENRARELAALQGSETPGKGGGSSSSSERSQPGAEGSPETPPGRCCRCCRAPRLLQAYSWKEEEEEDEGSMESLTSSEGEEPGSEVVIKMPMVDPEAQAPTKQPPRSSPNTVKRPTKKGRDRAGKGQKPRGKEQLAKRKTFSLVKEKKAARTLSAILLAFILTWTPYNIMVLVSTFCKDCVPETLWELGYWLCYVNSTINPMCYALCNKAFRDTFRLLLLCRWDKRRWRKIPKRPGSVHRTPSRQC
OXTR potentiator = human OXTR potentiators, primary screen, fluorescence, CHO-OTR cells, Fluo-8 calcium | Oxytocin receptor (Homo sapiens), P30559 | activation, % at 3 µM | actives 0.061% (n = 320,000) | Fluo-8 calcium fluorescence, potentiator mode; 0% = oxytocin EC15, 100% = EC100 | AID 2445, 2010;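 active = activation above that plate's cutoff, the mean activation of tested compounds plus 3 SD, cut at about 6.6% in these data, passing the limit was not always enough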;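 note: 100% uses oxytocin at 75 nM as the full agonist control; some results filed as inactive read as strong as hits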
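Material: human OTR in CHO cells. Compound: 3.0 µM, one dose. Timing: compound 6 min at room temperature before oxytocin, 100 s read. Evaluation: % activation of max/min ratio relative to oxytocin controls. Replication: single well per compound, singlicate. Signal: Fluo-8 calcium dye fluorescence.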
V1R ag counter = agonists of human V1a receptor, primary screen, counter-screen for OXTR agonist project, fluorescence, CHO-V1R cells; Vasopressin V1a receptor (Homo sapiens), P37288; Fluo-8 calcium fluorescence, agonist mode; 0% DMSO, 100% 3 nM vasopressin; activation, % at 3 µM; actives 0.25% (n = 320,000); AID 2797, 2010;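 active = activation above the mean activation of all tested compounds plus 3 SD, per screening run, cut at about 20% in these data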;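 note: signal is peak over basal fluorescence ratio across a 100 second FLIPR read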
Target sequence (P37288 whole entry, looked up): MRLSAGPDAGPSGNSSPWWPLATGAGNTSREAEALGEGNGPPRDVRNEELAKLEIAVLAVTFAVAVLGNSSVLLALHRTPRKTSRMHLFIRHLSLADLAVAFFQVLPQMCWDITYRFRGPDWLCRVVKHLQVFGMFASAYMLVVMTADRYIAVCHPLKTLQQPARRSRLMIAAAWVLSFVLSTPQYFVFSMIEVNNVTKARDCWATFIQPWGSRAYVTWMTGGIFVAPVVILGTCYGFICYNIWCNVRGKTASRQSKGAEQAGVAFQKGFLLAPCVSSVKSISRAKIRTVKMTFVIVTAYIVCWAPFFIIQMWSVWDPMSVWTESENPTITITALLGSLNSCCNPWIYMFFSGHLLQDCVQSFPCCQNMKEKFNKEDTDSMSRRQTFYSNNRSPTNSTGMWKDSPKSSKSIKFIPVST
OXTR ag = human OXTR agonists, primary screen, fluorescence, CHO-OTR cells, Fluo-8 calcium. activation, % at 3 µM. Fluo-8 calcium fluorescence; normalized: DMSO 0%, oxytocin 100%. actives 0.32% (n = 320,000);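 active = activation above the mean of all tested compounds plus 3 SD, cutoff set per screening run, cut at about 20% in these data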;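 note: peak over basal fluorescence ratio from a 100 s FLIPR kinetic read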
CHO parental Ca = ATP-evoked calcium signal inhibitors, parental CHO, primary screen, counter-screen for OX1R antagonist project, cell-based, fluorescence, Fluo-8 calcium dye. parental CHO-K1, ATP-induced calcium, Fluo-8 fluorescence. inhibition, % at 5.6 µM. actives 0.63% (n = 330,000);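 active = inhibition above that plate's mean sample inhibition plus 3 SD, cut at about 26% in these data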;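 note: 0% = ATP-challenged DMSO wells and 100% = DMSO wells without ATP; some compounds past the cut are filed as inactive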
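Assay system – parental CHO cells · Reagent – ATP stimulus · Detection – intracellular calcium via Fluo-8 no-wash fluorescent dye · Evaluation – percent inhibition of ATP-evoked calcium rise, normalized to controls · Controls – ATP wells versus no-ATP DMSO wells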
M1 PAM = human M1 muscarinic receptor positive allosteric modulators, primary screen, CHO-K1 cells, Fluo-8 calcium fluorescence, 1536-well. Muscarinic acetylcholine receptor M1 (Homo sapiens), P11229. CHO-K1 hM1, ACh EC20; 0% = ACh EC20, 100% = maximal ACh. activation, % at 3 µM. actives 0.088% (n = 360,000). AID 588819, 2011; in the data active = activation above about 19%, passing the limit was not always enough
TAAR1 ag = human TAAR1 agonists, primary screen, Fluo-8 calcium fluorescence, CHO RD-HGA16 cells; vehicle wells 0%, saturating PEA agonist 100%; actives 0.99% (n = 360,000); activation, % at 3 µM;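 active = activation above the mean activation of all test compounds in the run plus 3 SD, cut at about 38% in these data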
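System: CHO-derived RD-HGA16 cells with stable Gα16 and human TAAR1 / Times: 17-24 h plating, Fluo-8 75 min 37 °C, 30 min RT / Technique: calcium-sensitive Fluo-8 signal, excitation 470-495, emission 515-575 nm / Measure: % activation relative to PEA EC100 response / Benchmarks: DMSO and PEA EC100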
TAAR1 antag = human TAAR1 antagonists, primary screen, Fluo-8 calcium fluorescence, CHO RD-HGA16 cells; antagonist; inhibition, % at 3 µM; actives 1.5% (n = 360,000);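 active = inhibition above a per-plate cutoff, the mean inhibition of test compounds on that plate plus 3 SD, cut at about 49% in these data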;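 note: 0% = DMSO plus EC80 beta-PEA response and 100% = DMSO alone without agonist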
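System: RD-HGA16 CHO cells with stable hTAAR1 and Gα16 | Probe or stimulus: EC80 β-phenethylamine stimulus | Dosing: 3 µM, single point | Times: Dye loading 75 min at 37 °C, then 30 min room temperature | Measured by: Fluo-8 calcium-sensitive fluorescence | Read-out basis: % inhibition of agonist calcium response | Replicates: n of 1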
M1 ag = human M1 muscarinic receptor agonists, primary screen, Fluo-8 calcium fluorescence, CHO-K1 cells, HTS | CHO-K1 hM1, agonist mode; 0% DMSO, 100% acetylcholine EC100 | activation, % at 3 µM | actives 0.33% (n = 360,000) | AID 588814, 2011;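 active = activation above the run's mean compound activation plus 3 SD, cut at about 16% in these data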;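 note: peak over basal fluorescence ratio within a 140 s kinetic read after compound addition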
* hit, by the source's call; nt = no result given.

| # | mol | CHRM1 antagonist | OXTR potentiator | V1R ag counter | OXTR ag | CHO parental Ca | M1 PAM | TAAR1 ag | TAAR1 antag | M1 ag |
| --- | --- | --- | --- | --- | --- | --- | --- | --- | --- | --- |
| 1 | COc1cccc(C(=O)N2CCN(CCCc3ccccc3)CC2)c1OC | -8 | 0 | 1.8 | 0.4 | -12 | 3 | -2 | 1 | -6 |
| 2 | O=C(CC1CCCC1)Nc1nc2ccccc2[nH]1 | -1 | -3 | 0.5 | 0.9 | -11 | 0 | 9 | -9 | -2 |
| 3 | Cc1nn(CC2CCCCC2)c(N)c1-c1ccccc1 | -4 | -6 | -1.3 | -2.5 | -7 | 2 | 4 | -19 | -3 |
| 4 | O=C(CN1CCN(S(=O)(=O)N2CCOCC2)CC1)Nc1ccc(Cl)c(Cl)c1 | 13 | -14 | 14 | 10 | 5 | -4 | 16 | 6 | 4 |
| 5 | CCOC(=O)N1CCC(NC(=O)c2cccc3c2C(=O)N(Cc2cccnc2)C3)CC1 | -11 | -6 | 0.7 | -0.2 | -18 | 8 | 5 | 2 | -5 |
| 6 | CC(C)(C)N1CC(COc2ccccc2)OC1=O (configuration not stated) | 0 | -4 | 0.8 | 0.0 | -19 | 1 | 0 | 0 | -7 |
| 7 | COCCNC(=O)c1cc(S(=O)(=O)N(C)C2CCCCC2)ccc1Cl | -21 | nt | nt | nt | nt | 11 | 1 | -14 | -1 |
| 8 | O=C(Nc1ccc(F)cc1)OCCOc1ccc([N+](=O)[O-])cc1 | 4 | -18 | 2.7 | 2.8 | 33 | -4 | 3 | 25 | -7 |
| 9 | CC(NC(=O)Nc1ccc2c(c1)OCO2)C1CCCO1 (configuration not stated) | -1 | -4 | 0.9 | 0.5 | 0 | -1 | 5 | 4 | -4 |
| 10 | O=C(NC(O)C(=O)c1cccs1)c1cccnc1 (configuration not stated) | -16 | -15 | 3.0 | 1.1 | -12 | 15 | 4 | -13 | -1 |
| 11 | CCCN1CCC(NC23CC4CC(CC(C4)C2)C3)CC1 | nt | -10 | 0.8 | 0.7 | -4 | nt | nt | nt | nt |
| 12 | Cc1cc(C)n2nc(C(=O)OCC(=O)Nc3ccc(C)c(S(=O)(=O)N4CCOCC4)c3)nc2n1 | -7 | -3 | 0.9 | 1.3 | -5 | 15 | 5 | -8 | -1 |
| 13 | CC(=O)Nc1ccc(S(=O)(=O)NC2=C(N3CCN(c4ccc(F)cc4)CC3)C(=O)c3ccccc3C2=O)cc1 | 13 | -9 | 0.3 | 0.8 | 13 | -7 | 8 | 41 | -5 |
| 14 | Cc1ccc(-c2cc(NC=O)c3ncc(-c4cccc(C(=O)N(C)C)c4)n3c2)cc1 | 0 | nt | nt | nt | nt | -3 | 1 | 14 | -4 |
| 15 | O=c1c(-c2ccccc2)c(O)nc2ccccn12 | 3 | -5 | 0.7 | 0.0 | 4 | 10 | 4 | -7 | 3 |
| 16 | COc1cccc(C(=O)OCC(=O)c2ccc(Br)s2)c1 | -5 | -4 | 0.3 | -1.2 | -15 | 1 | -1 | -25 | -3 |
| 17 | Cc1cc(Br)ccc1NC(=O)C1CCN(C(=O)c2ccco2)CC1 | 1 | 1 | 0.5 | 0.6 | -8 | 13 | 4 | -22 | 3 |
| 18 | Cc1nn(-c2ccccc2)c2c1CC(=O)Nc1ccccc1-2 | -20 | nt | nt | nt | nt | 9 | -1 | -20 | -4 |
| 19 | COc1cc(C2NC(=S)NC3=C2C(=O)CCC3)ccc1O (configuration not stated) | 0 | 0 | -0.1 | 0.3 | 2 | 0 | 1 | -7 | -4 |
| 20 | CCOC(=O)C1(C)CCCN1C(=O)c1ccccc1F (configuration not stated) | -16 | nt | nt | nt | nt | 13 | 0 | -7 | 2 |
| 21 | NC(=O)C1CC(=O)N(c2ccc(OCc3ccc(Cl)c(Cl)c3)cc2)C1 (configuration not stated) | 31 | nt | nt | nt | nt | -11 | 12 | 34 | 4 |
| 22 | CCOc1ccc(CNC(=O)CCc2cn(Cc3ccccc3)c3ccccc23)cc1 | 4 | -7 | 1.7 | -0.9 | -11 | 0 | 3 | -12 | -4 |
| 23 | O=C(Oc1ccc(-n2cnnn2)cc1)c1ccco1 | -15 | -8 | 1.8 | 0.7 | -3 | 11 | 4 | -16 | 0 |
| 24 | Cn1cc(CN2CCC(N3CCNC(=O)CC3)CC2)c(-c2ccccc2F)n1 | -20 | -8 | 0.9 | 0.6 | -9 | 19 | 7 | -12 | -1 |
| 25 | O=C(NNC(=O)c1ccc(Br)s1)c1ccc(F)c(S(=O)(=O)N2CCOCC2)c1 | 4 | -7 | 5.3 | 3.3 | -3 | 3 | -1 | 3 | -1 |
| 26 | CC/C(=N/NC(=O)CCC(=O)Nc1ccccc1OC)c1ccccc1 | 0 | -6 | 0.2 | 0.2 | 5 | 3 | 4 | -13 | -4 |
| 27 | COc1cccc(CNc2ccc(F)c(Cl)c2)c1 | -8 | -11 | -1.1 | -2.9 | -2 | 0 | 17 | -10 | -9 |
| 28 | CCC(C)[C@H](NC(=O)NCc1ccccc1Cl)C(=O)OC (some centres not stated) | -11 | -3 | 0.0 | -1.1 | -12 | 7 | 12 | -8 | -6 |
| 29 | C=CCn1c(COc2cccc3ccc(C)nc23)nnc1SCC(N)=O | -21 | -4 | -0.3 | -0.7 | -18 | 4 | 15 | 7 | -1 |
| 30 | Cc1cc(N=CC2=C(O)CC(C)(C)CC2=O)no1 | -11 | -7 | 0.7 | -0.5 | -3 | 6 | 7 | 10 | -2 |

By substructure, the compounds so far containing a Cl atom
| # | mol | CHRM1 antagonist | OXTR potentiator | V1R ag counter | OXTR ag | CHO parental Ca | M1 PAM | TAAR1 ag | TAAR1 antag | M1 ag |
| --- | --- | --- | --- | --- | --- | --- | --- | --- | --- | --- |
| 4 | O=C(CN1CCN(S(=O)(=O)N2CCOCC2)CC1)Nc1ccc(Cl)c(Cl)c1 | 13 | -14 | 14 | 10 | 5 | -4 | 16 | 6 | 4 |
| 7 | COCCNC(=O)c1cc(S(=O)(=O)N(C)C2CCCCC2)ccc1Cl | -21 | nt | nt | nt | nt | 11 | 1 | -14 | -1 |
| 21 | NC(=O)C1CC(=O)N(c2ccc(OCc3ccc(Cl)c(Cl)c3)cc2)C1 (configuration not stated) | 31 | nt | nt | nt | nt | -11 | 12 | 34 | 4 |
| 27 | COc1cccc(CNc2ccc(F)c(Cl)c2)c1 | -8 | -11 | -1.1 | -2.9 | -2 | 0 | 17 | -10 | -9 |
| 28 | CCC(C)[C@H](NC(=O)NCc1ccccc1Cl)C(=O)OC (some centres not stated) | -11 | -3 | 0.0 | -1.1 | -12 | 7 | 12 | -8 | -6 |

Continued.
[31] CC(=O)Oc1ccc(/C=N/NC(=S)Nc2ccccc2)cc1
[32] COC(=O)c1[nH]c2ccccc2c1NC(=O)C(C)N1CCN(C(=O)c2ccco2)CC1 (configuration not stated)
[33] Cc1cccc(C(=O)OCc2cnc(Cl)s2)c1
[34] CCN(CCCNC(=O)Cn1ncc2c([nH]c3ccc(C)cc32)c1=O)c1ccccc1
[35] CCCCN(C(=O)c1c(C)[nH]c(C(=O)OCC)c1C)c1ccccc1
[36] COc1ccc(C(CC(=O)NC(C)(C)C)n2cccc2)cc1 (configuration not stated)

assay / compound	31	32	33	34	35	36
CHRM1 antagonist	-7	2	8	0	19	-9
OXTR potentiator	0	-12	-11	0	-10	-19
V1R ag counter	1.0	0.0	-0.9	0.6	-0.5	0.2
OXTR ag	-0.7	-0.4	-1.9	-0.1	-0.1	-1.0
CHO parental Ca	0	-8	-10	-15	-20	-25
M1 PAM	0	3	-1	7	-8	10
TAAR1 ag	-1	5	4	4	11	4
TAAR1 antag	0	-14	-2	-10	-15	-1
M1 ag	-5	-4	-3	0	-7	-4

[37] O=C(CNC(=O)c1ccco1)N/N=C/c1ccc(O)cc1O
[38] O=C(CN1C(=O)COc2ccc(S(=O)(=O)N3CCOCC3)cc21)NCc1ccco1
[39] Cc1cccc(-n2c(SCC(=O)NCc3ccco3)nc3ccccc3c2=O)c1
[40] O=C(NC(C(=O)c1ccccc1)N1CCCCCC1)c1ccco1 (configuration not stated)
[41] O=C(COC(=O)c1ccccn1)Nc1cccc2ccccc12
[42] Cn1c(=O)c2cc(S(=O)(=O)Nc3cc(C(=O)O)cc(C(=O)O)c3)ccc2n(C)c1=O

assay / compound	37	38	39	40	41	42
CHRM1 antagonist	-4	-14	24	3	-4	3
OXTR potentiator	-1	-6	-6	0	-4	3
V1R ag counter	-0.1	-1.2	-0.6	-0.3	0.1	0.8
OXTR ag	0.3	-0.6	-1.6	-1.1	-1.1	2.7
CHO parental Ca	-10	0	-5	4	0	9
M1 PAM	0	8	-5	5	2	1
TAAR1 ag	11	-2	9	5	1	6
TAAR1 antag	-34	-7	-5	-16	-24	-6
M1 ag	-1	-3	-2	-11	-2	-1

[43] O=C(CNC(=O)c1ccccc1)NCC(=O)OCC(=O)c1ccccc1
[44] CCCCOP(=O)(c1ccc(N(C)C)cc1)C(O)c1ccc(OC)c(OC)c1 (configuration not stated)
[45] COc1ccccc1N1CCN(C(=O)C2CC(=O)N(c3ccccc3)C2)CC1 (configuration not stated)
[46] O=C(Cn1c(=O)oc2ccccc21)N1CCOCC1
[47] CCOc1cc(S(=O)(=O)NCCc2ccccc2C)c(OCC)cc1-n1cnnn1

assay / compound	43	44	45	46	47
CHRM1 antagonist	-5	-16	6	12	20
OXTR potentiator	1	-4	-3	4	-4
V1R ag counter	-0.2	-0.1	1.6	1.3	0.8
OXTR ag	0.1	-0.4	2.0	0.6	-0.1
CHO parental Ca	-8	-4	-11	-3	-21
M1 PAM	4	18	0	-6	-10
TAAR1 ag	4	2	5	7	8
TAAR1 antag	-3	-7	4	8	0
M1 ag	-4	4	0	-1	-6
